Rv3671c protease = inhibitors of M. tuberculosis serine protease Rv3671c. P9WHR9. AID 2606. actives 0.048% (n = 320,000). inhibition, % at 5.96 µM; in the data active = inhibition above about 38%;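 also: extracellular domain of Rv3671c used as enzyme; 0% = enzyme with DMSO and 100% = no enzyme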
TcdB inh = blocks C. difficile toxin B glycohydrolase activity. TcdB glycohydrolase enzymatic assay, plate reader. inhibition, % at 9.99 µM. actives 0.24% (n = 350,000). AID 652162; in the data active = inhibition above about 10%
3CLpro inhibitor = SARS-CoV 3CLpro protease inhibition; P0C6X7; recombinant SARS-CoV 3CLpro, quenched FRET peptide cleavage; actives 0.14% (n = 290,000); AID 1706; inhibition, % at 6 µM; in the data active = inhibition above about 12%
PfHsp40 yeast = compounds rescuing yeast from Plasmodium falciparum HSP40 toxicity. growth rescue, % at 12.5 µM. S. cerevisiae expressing PfHsp40, growth rescue, ATP luminescence. actives 0.68% (n = 340,000); in the data active = growth rescue above about 28%, passing the limit was not always enough; inconclusive = no clear call, values can overlap the other calls;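 also: yeast W303a lacking pdr1 and pdr3 grown in galactose medium; growth measured after three days at 30 °C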
BH1578 lux ind = inducers of Vibrio cholerae quorum light production without autoinducers; V. cholerae BH1578 lux reporter, luminescence, 6 h; activation, % at 18.7 µM; actives 0.16% (n = 350,000); AID 588436; in the data active = activation mostly above about 9.7%, no sharp cut-off; inconclusive = no clear call, values can overlap the other calls; inactive = mostly below about 3.7%; also: not every result past the cut was called active; inactives centre near 0; reference of the scale not given here
DUSP3 inh = blocks human VHR1 dual specificity phosphatase; actives 0.52% (n = 290,000); inhibition, % at 13.3 µM; recombinant VHR phosphatase, pNPP absorbance; AID 1654; in the data active = inhibition above about 50%; also: some compounds called inactive have numbers as strong as hits
Target sequence (P51452 whole entry, looked up): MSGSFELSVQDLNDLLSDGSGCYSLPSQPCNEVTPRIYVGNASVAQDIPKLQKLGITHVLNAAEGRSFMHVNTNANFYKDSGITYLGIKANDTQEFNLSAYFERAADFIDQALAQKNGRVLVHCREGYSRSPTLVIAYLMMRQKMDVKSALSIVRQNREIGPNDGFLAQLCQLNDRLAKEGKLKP
MazEF act = activators of E. coli MazEF toxin-antitoxin RNase; P0AE70; FAM/BHQ RNA-DNA oligo cleavage fluorescence, 5 h; activation, % at 20 µM; actives 0.32% (n = 350,000); AID 504720; in the data active = activation above about 50%
Target sequence (P0AE70 whole entry, looked up): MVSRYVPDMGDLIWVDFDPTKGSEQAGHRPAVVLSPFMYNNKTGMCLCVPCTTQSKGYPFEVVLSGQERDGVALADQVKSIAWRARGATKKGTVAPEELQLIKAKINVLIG
Anthrax LF prot = inhibitors of Bacillus anthracis lethal factor protease. actives 0.12% (n = 360,000). multiplex microsphere protease cleavage assay, LF. inhibition, % at 10 µM. P15917; in the data active = inhibition above about 30%; inconclusive = no clear call, values can overlap the other calls; also: plate controls were buffer without enzyme for full effect and enzyme alone for no effect
Target sequence (P15917 whole entry, looked up): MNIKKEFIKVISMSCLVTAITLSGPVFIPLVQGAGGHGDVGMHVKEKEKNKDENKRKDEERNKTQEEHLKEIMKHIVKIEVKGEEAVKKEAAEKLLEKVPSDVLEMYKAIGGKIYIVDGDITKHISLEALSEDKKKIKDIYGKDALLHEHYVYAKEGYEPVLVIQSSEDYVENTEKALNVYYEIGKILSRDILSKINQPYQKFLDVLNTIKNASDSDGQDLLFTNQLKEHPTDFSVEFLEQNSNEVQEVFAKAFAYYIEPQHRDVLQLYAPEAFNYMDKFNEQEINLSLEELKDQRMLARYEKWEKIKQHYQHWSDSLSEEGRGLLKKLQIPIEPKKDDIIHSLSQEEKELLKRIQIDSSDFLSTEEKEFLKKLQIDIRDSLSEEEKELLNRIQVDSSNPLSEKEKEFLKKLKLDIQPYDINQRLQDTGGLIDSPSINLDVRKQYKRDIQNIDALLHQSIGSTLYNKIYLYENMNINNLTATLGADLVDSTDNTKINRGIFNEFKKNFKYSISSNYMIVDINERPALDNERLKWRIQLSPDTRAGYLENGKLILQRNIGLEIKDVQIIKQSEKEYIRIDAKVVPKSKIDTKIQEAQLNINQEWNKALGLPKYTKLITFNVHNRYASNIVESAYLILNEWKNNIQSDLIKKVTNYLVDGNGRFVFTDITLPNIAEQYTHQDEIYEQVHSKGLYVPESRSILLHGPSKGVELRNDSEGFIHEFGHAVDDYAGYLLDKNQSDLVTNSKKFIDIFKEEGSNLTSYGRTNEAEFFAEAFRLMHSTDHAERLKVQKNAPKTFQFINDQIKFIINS
Y pestis TopoI = blocks Yersinia pestis topoisomerase I activity; Y. pestis Topo-I cleavage product accumulation, plate reader; activity, % at 10 µM; actives 0.064% (n = 360,000); AID 504884; in the data active = activity above about 50%, passing the limit was not always enough; inconclusive = no clear call, values can overlap the other calls; also: inactives centre near 2
SSB-PriA inh = blocks PriA binding to SSB C-terminal tail; actives 0.6% (n = 430,000); inhibition, % at 33 µM; AlphaScreen SSBct-PriA binding, biotinylated peptide; in the data active = inhibition mostly above about 37%, no sharp cut-off; inactive = mostly below about 20%;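 also: plate controls were negative control peptide for no effect and reference peptide for full effect; strong numbers were not always called active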
An asterisk follows results filed as active; i = inactive; ? = inconclusive; . = no result given; & = joins results of further samples. These rows are one share of the data (hit frequency here may not be typical).

no.	Molecule	Rv3671c protease	TcdB inh	3CLpro inhibitor	PfHsp40 yeast	BH1578 lux ind	DUSP3 inh	MazEF act	Anthrax LF prot	Y pestis TopoI	SSB-PriA inh
1	O=C1/C(=C/c2ccccc2F)SC(=S)N1CC(=O)N1CCCCC1c1cccnc1 (stereo not drawn)	-8	0.7	2	2.0	-3.4	6	3	-1	28	20
2	COc1ccc(OC)c(N(CC(N)=O)S(=O)(=O)c2ccc(OC)c(OC)c2)c1	-2	.	-3	-0.3	-0.2	0	-1	-1	3	-5
3	CCCCCNC(=O)Cc1ccc(S(=O)(=O)N2CCOCC2)s1	18	2.5	.	0.5	-0.7	.	6	.	0	-4
4	COCCCNC(=O)C1CCCCN1S(=O)(=O)c1ccc(F)cc1 (stereo not drawn)	5	.	1	0.5	-0.2	11	6	.	0	-10
5	CC1CCc2sc(C(=O)NCc3ccccn3)cc2C1 (stereo not drawn)	-6	1.0	.	0.1	-3.7	.	-3	-5	-6	-15
6	CC(=O)c1cc(C)ccc1OC(=O)c1ccncc1	2	-0.5	-1	-0.6	i	-2	0	-13	-1	-3
7	CC1=CCC(C(=O)O)(C(=O)N/N=C/c2cccs2)C(c2ccc([N+](=O)[O-])cc2)C1 (stereo not drawn)	2	.	3	1.2	-0.1	17	-1	-5	-5	.
8	Cc1ccc(/C=C2/C(=O)NC(=O)N(CCc3ccc(F)cc3)C2=O)s1	-2	.	6	-0.8	i	-1	-6	2	2	-10
9	O=C(NCCC1CCCCN1S(=O)(=O)c1ccccc1)C(=O)NCc1ccccn1 (stereo not drawn)	12	0.5	.	-1.0	i	.	5	-5	19	-3
10	Cc1ccc(-c2c3c(nc4sc(C(N)=O)c(N)c24)CCCC3)o1	2	0.7	-6	9.8	-0.9	30	12	0	5	8
11	Cc1cc(C)cc(SCc2noc(C(=O)NCC3CC3)c2C(=O)NCC2CC2)c1	-15	2.3	.	.	.	.	0	.	.	-20
12	CC(C)(CN1CCN(c2ccccc2)CC1)NS(=O)(=O)c1ccccc1	20	0.4	0	-0.8	1.0	-3	9	0	-6	-8
13	O=C(CCCN=C1NS(=O)(=O)c2ccccc21)OCC(=O)c1ccccc1Cl	7	0.9	.	0.8	i	.	2	-2	2	-11
14	Cc1cc(C)cc(N2CN=c3s/c(=C\c4ccco4)c(=O)n3C2)c1	5	0.4	-2	1.1	-0.6	0	-2	-2	5	.
15	COc1ccc(C2CC(c3cccs3)=NN2C(=O)CSc2nc(=O)n3ccccc3n2)cc1 (stereo not drawn)	-6	1.0	.	0.6	i	.	-26	-3	-8	36
16	CS/C(=N\S(=O)(=O)c1ccc(N)cc1)NS(=O)(=O)c1cccs1	-3	.	-3	1.8	-0.6	29	-1	3	2	.
17	CCCCC1(Cc2cccc([N+](=O)[O-])c2)C(=O)N(c2ccccc2)N(c2ccccc2)C1=O	-1	.	3	1.0	-1.5	-2	1	-4	37	7
18	CC(C)c1ccc(C(=O)N2CCCC(c3cc(C(=O)Nc4ccc5c(c4)OCO5)no3)C2)cc1 (stereo not drawn)	.	1.4	.	.	i	.	.	0	-1	.
19	Cc1cc(C)n2nc(SCc3c(F)cccc3Cl)nc2n1	-5	0.6	0	-1.9	0.6	7	0	18	10	-9
20	CC1CC(C(F)(F)C(F)(F)F)n2nc(C(=O)O)cc2N1 (stereo not drawn)	-1	.	3	0.8	i	10	3	0	0	4
21	CCCN1CCCc2cc(CN)ccc21	-32	.	-4	-2.3	i	44	-28	-20	-3	32
22	CCN(CC(=O)Nc1c(F)cccc1F)C(=O)Cc1c[nH]c2ccccc12	7	-0.4	.	0.5	-0.4	.	2	.	-2	-5
23	Cc1ccc(SC/C(O)=C(\C#N)c2nc3ccccc3s2)cc1	9	.	3	0.1	i	-16	9	-4	-2	.
24	Cc1ccc(-n2c(-c3nn(C)c(C)c3Cl)n[nH]c2=S)cc1	-5	.	4	-1.9	-0.2	-18	1	-3	-5	-6
25	O=C(O)c1ccc(NC(=O)c2ccccc2NC(=O)c2ccccc2Cl)cc1	-3	-0.1	-2	-0.1	-0.9	-6	11	3	3	-7
26	COc1ccccc1Nc1nc(N)nc(-c2oc3ccccc3c2C)n1	6	.	2	-0.3	.	29	17	3	3	-6
27	O=C(NNC(=O)c1cccnc1)Nc1ccc([N+](=O)[O-])cc1	6	.	-1	-1.5	-0.2	-3	2	1	-4	2
28	CCc1nc2sc3c(c2c(=O)n1NC(=O)CCl)CCCC3	-5	.	-2	-1.6	-0.2	6	5	-17	-2	-13
29	COc1ccc(-c2c(C)nn3c(N4CCC(C(=O)NCCN(C)C)CC4)cc(C)nc23)cc1OC	5	.	4	0.5	2.5	7	8	-2	-8	14
30	CS(=O)(=O)N(CC(=O)Nc1ccc2c(c1)OCO2)Cc1ccccc1	6	.	-2	-0.3	-1.5	9	2	-1	-12	-5

From compound 13 up to 17, copied from above:
no.	Molecule	Rv3671c protease	TcdB inh	3CLpro inhibitor	PfHsp40 yeast	BH1578 lux ind	DUSP3 inh	MazEF act	Anthrax LF prot	Y pestis TopoI	SSB-PriA inh
13	O=C(CCCN=C1NS(=O)(=O)c2ccccc21)OCC(=O)c1ccccc1Cl	7	0.9	.	0.8	i	.	2	-2	2	-11
14	Cc1cc(C)cc(N2CN=c3s/c(=C\c4ccco4)c(=O)n3C2)c1	5	0.4	-2	1.1	-0.6	0	-2	-2	5	.
15	COc1ccc(C2CC(c3cccs3)=NN2C(=O)CSc2nc(=O)n3ccccc3n2)cc1 (stereo not drawn)	-6	1.0	.	0.6	i	.	-26	-3	-8	36
16	CS/C(=N\S(=O)(=O)c1ccc(N)cc1)NS(=O)(=O)c1cccs1	-3	.	-3	1.8	-0.6	29	-1	3	2	.
17	CCCCC1(Cc2cccc([N+](=O)[O-])c2)C(=O)N(c2ccccc2)N(c2ccccc2)C1=O	-1	.	3	1.0	-1.5	-2	1	-4	37	7

Gathered by group: those above with a Cl atom.
no.	Molecule	Rv3671c protease	TcdB inh	3CLpro inhibitor	PfHsp40 yeast	BH1578 lux ind	DUSP3 inh	MazEF act	Anthrax LF prot	Y pestis TopoI	SSB-PriA inh
13	O=C(CCCN=C1NS(=O)(=O)c2ccccc21)OCC(=O)c1ccccc1Cl	7	0.9	.	0.8	i	.	2	-2	2	-11
19	Cc1cc(C)n2nc(SCc3c(F)cccc3Cl)nc2n1	-5	0.6	0	-1.9	0.6	7	0	18	10	-9
24	Cc1ccc(-n2c(-c3nn(C)c(C)c3Cl)n[nH]c2=S)cc1	-5	.	4	-1.9	-0.2	-18	1	-3	-5	-6
25	O=C(O)c1ccc(NC(=O)c2ccccc2NC(=O)c2ccccc2Cl)cc1	-3	-0.1	-2	-0.1	-0.9	-6	11	3	3	-7
28	CCc1nc2sc3c(c2c(=O)n1NC(=O)CCl)CCCC3	-5	.	-2	-1.6	-0.2	6	5	-17	-2	-13

More results follow.
no.	Molecule	Rv3671c protease	TcdB inh	3CLpro inhibitor	PfHsp40 yeast	BH1578 lux ind	DUSP3 inh	MazEF act	Anthrax LF prot	Y pestis TopoI	SSB-PriA inh
31	COc1cc(/C=C(\C#N)C(=O)NC(C)C)ccc1OCc1ccc(C(=O)O)cc1	4	2.0	3	0.8	i	21	2	-13	-4	-5
32	O=C(CN1CCN(C(=O)c2cccc(F)c2)CC1)NC1CCCCC1	-9	.	4	.	.	18	1	.	.	7
33	CCCCN(C(=O)c1oc2ccc(OCC)cc2c1C)c1c(N)n(CCCC)c(=O)[nH]c1=O	-6	1.5	.	0.9	-7.9	.	-12	?	4	-18
34	C=CC[N+]1(CC(=O)NCc2ccc(NC(C)=O)cc2)CCOCC1	4	1.5	3	-1.2	-2.6	1	0	-8	1	-9
35	Cc1ccc(-c2cc(C(F)F)n3ncc(C(=O)Nc4c(C)nn(Cc5ccccc5Cl)c4C)c3n2)cc1	2	.	0	0.2	7.7	5	-16	-2	1	-23
36	C=CCN1c2ccccc2C(=O)C(C)S1(=O)=O (stereo not drawn)	.	0.7	.	-2.2	i	.	44	1	0	-12
37	Cc1ccccc1CSc1ncnc2ccccc12	-7	-0.1	4	0.3	-0.1	-17	1	-1	-2	-7
38	C/C(=N/Nc1ccc(C(=O)O)cc1)c1ccc2c(c1)Nc1ccccc1S2	.	2.5	.	5.3	i	.	-3	0	-14	i
39	CN(C)c1ccc(C=NC(CO)C(O)c2ccc([N+](=O)[O-])cc2)cc1 (stereo not drawn)	0	0.2	-2	-1.4	-0.4	-20	5	-1	-3	-5
40	Cc1ccnc(N=Cc2nc(-c3ccccc3Br)oc2O)c1	1	1.3	1	-0.6	-0.3	23	1	-2	-4	-19
41	COC(=O)/C=C/c1ccc(OC(=O)c2ccncc2)cc1	12	0.6	3	0.4	1.2	5	3	2	4	-1
42	CCN(CC(=O)Nc1ccc(NC(C)=O)cc1)C(=O)c1cc(-c2ccccc2Cl)nc2ccccc12	.	2.8	.	0.1	0.1	.	2	-17	5	10
43	CCOC(=O)N1CCC(NC(=O)c2cc3c(-c4ccccc4F)nn(C)c3s2)CC1	6	0.0	-2	-0.4	i	11	15	4	13	0
44	CCN(CC)S(=O)(=O)c1ccc(NC(=O)C2c3ccccc3Oc3ccccc32)cc1	-175	.	4	2.3	-0.2	-5	0	-3	-1	-10
45	CCOC(=O)C1=C(COC(=O)/C=C/c2ccc(O)c(OC)c2)NC(=O)NC1C (stereo not drawn)	1	-0.7	.	0.5	-2.7	.	7	-1	-3	-1
46	COc1ccc(C2=NOC(Cn3c(Cc4ccc(Cl)cc4)nc4c3c(=O)n(C)c(=O)n4C)C2)cc1 (stereo not drawn)	-6	.	2	6.6	.	35	-8	-6	-1	3
47	CCNC(=O)N(C)c1c(CC)nc2ccc(C(=O)Nc3cccc(OCC(=O)N(C)C)c3)cn12	.	2.3	.	.	-5.0	.	.	-6	-13	.
48	Cc1cccc(-n2c(SCC(=O)O)nc3sc4c(c3c2=O)CCC4)c1	4	1.3	4	0.5	-0.6	13	-31	-8	10	-4
49	COc1ccc(-c2noc(CCC(=O)Nc3ccc4c(c3)OCCO4)n2)cc1	-1	.	-2	10	1.4	13	4	-1	3	0
50	COc1ccc(CC(=O)Nc2nnc(C(C)C)s2)cc1OC	1	0.6	0	0.9	-1.7	-18	-3	0	-8	-4
51	CN(CC(=O)Nc1ccccc1Cl)CC(=O)Nc1cccc2ccccc12	3	2.8	.	0.9	i	.	4	6	25	0
52	CCc1ccccc1NCc1cc(=O)oc2cc(C)ccc12	-5	0.8	4	-1.5	i	14	8	22	1	-4
53	CCc1ccc(S(=O)(=O)N2CCN(c3ccccc3OC)CC2)cc1	4	1.2	3	1.6	-0.5	8	0	-14	24	-20
54	CCOC(=O)CCCCCC(=O)Nc1ccc2c(c1)C(=O)N([C@H](C)CO)C[C@H](C)[C@@H](CN(C)C(=O)Nc1ccccc1)OCCCC[C@@H](C)O2	.	1.8&-0.5	.	.	i	.	0	-6	29	.
55	CCOC(=O)c1c(C#N)cnn1-c1ccc(C)cc1	1	.	1	-0.8	-4.5	5	9	-1	5	-20
56	COc1cc(OC)c(CN2CCC(Cc3ccccc3)CC2)cc1Br	7	0.3	-1	0.6	-0.4	6	-19	8	9	-2
57	COc1ccc(-c2nc(CS(=O)CC(=O)NCCCN3CCOCC3)c(C)o2)cc1OC (stereo not drawn)	-4	-0.6	-5	-2.1	-0.2	57*	-8	-4	2	1
58	O=C(Cn1nnc(-c2ccncc2)n1)Nc1ccc2c(c1)CCC2	-13	.	1	-0.8	i	5	8	0	-5	-8
59	O=C1C(Cc2ccccc2O)NC(=S)N1c1ccccc1 (stereo not drawn)	-4	1.1	-1	-0.1	-2.3	18	-2	-3	-4	-8
60	O=C(CCNC(=O)c1ccc(Br)cc1)NC1CCCc2ccccc21 (stereo not drawn)	-2	0.9	.	0.0	0.6	.	0	2	3	-11
61	Cc1c(Br)cc(C(=O)NC2CCCCC2)c(C)c1C	-3	.	4	-1.5	-1.3	42	7	0	16	-9
